High-throughput results from PubChem.
Yeast lifespan up = compounds extending yeast replicative lifespan, primary screen, S. cerevisiae, OD615 | S. cerevisiae growth with nicotinamide; deaD strain in restrictive glucose medium | inhibition of the nicotinamide effect, % at 10 µM | 0.68% of 130,000 active | AID 775, 2007;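 active = inhibition above a set limit, placed 3 SD over the median of all compounds, cut at about 26% in these data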;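 also: 0% = nicotinamide-treated wells and 100% = cells grown without nicotinamide; some compounds called inactive have numbers as strong as hits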
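Buffer or medium: CSMM-D glucose medium, restrictive; test system: modified budding yeast, DeaD strain; compound: single dose 10 µM compound, 0.25% DMSO; schedule: culture preincubation 4 h, compound exposure 48 h, both 30 °C; detection: optical density (absorbance) at 615 nm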
NPY Y2 blocker = NPY-Y2 receptor antagonists, primary screen, cell-based; Neuropeptide Y receptor type 2 (Homo sapiens), P49146; AID 793, 2007; NPY-Y2 expressing cells, antagonist mode; inhibition, % at 2.7 µM; 0.99% of 140,000 active; in the data active = inhibition above about 17%;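 also: 0% = vehicle with agonist challenge and 100% = reference antagonist with challenge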
Target sequence (P49146 whole entry, looked up): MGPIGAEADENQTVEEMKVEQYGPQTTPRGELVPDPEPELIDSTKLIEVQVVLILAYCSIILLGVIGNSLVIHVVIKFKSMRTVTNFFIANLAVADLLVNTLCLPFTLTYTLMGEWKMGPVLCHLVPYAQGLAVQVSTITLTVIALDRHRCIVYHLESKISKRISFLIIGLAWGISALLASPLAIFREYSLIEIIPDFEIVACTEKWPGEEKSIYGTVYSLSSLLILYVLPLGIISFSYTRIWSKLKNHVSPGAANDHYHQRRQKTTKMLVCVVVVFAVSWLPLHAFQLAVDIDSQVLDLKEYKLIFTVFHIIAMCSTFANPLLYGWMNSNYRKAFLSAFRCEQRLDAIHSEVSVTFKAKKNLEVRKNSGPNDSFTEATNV
BB579 growth dn = growth inhibitors of yeast BB579 in restrictive medium, primary screen, yeast lifespan-shortening project, S. cerevisiae | OD615, 48 h | inhibition, % at 10 µM | 0.51% of 140,000 active;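 active = inhibition above a set limit, 3 SD over the mean compound inhibition, cut at about 44% in these data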; also: inactives centre near -24
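System: Saccharomyces cerevisiae DeaD strain BB579, replicative lifespan model yeast. Buffer or medium: restrictive glucose-based CSMM-D medium. Doses: one dose, 10 µM compound with 0.25% DMSO. Timing: 4 h preincubation and 48 h exposure at 30 °C. Detection: turbidity as optical density at 615 nm. Benchmarks: amphotericin B 10 µg/mL, positive.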
E-sel TNF inh = E-selectin induction blockers in HUVEC – imaging, immunofluorescence, high content, primary screen. AID 1246, 2008. 0.71% of 120,000 active. HUVEC TNFa-induced E-selectin immunofluorescence. inhibition, % at 2 µM;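 active = inhibition above the batch mean plus 3 SD, and confirmed as a hit on visual image review, cut at about 43% in these data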;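 also: 0% = TNF-stimulated DMSO wells and 100% = unstimulated control wells; not every result past the cut was called active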
Measles CPE = compounds protecting cells from measles virus cytopathic effect, primary screen, measles RdRp inhibitor project, single point, MLSMR library, absorbance; Measles virus-infected cells, CPE protection; 1.5% of 140,000 active; protection (pct of control), % at 4 µM; in the data active = protection mostly above about 24%, no sharp cut-off; inactive = mostly below about 26%; also: some compounds called inactive have numbers as strong as hits
bCat KO growth = primary screen for growth suppressors in beta-catenin knockout HCT116 cells (colon tumor, human); 1.5% of 140,000 active; AID 818, 2007; HCT116 beta-catenin knockout viability, CellTiter-Glo, 60 h; hits give low values; viability, % at 10 µM;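 active = viability at or under a set limit, the compound median less 4 SD, cut at about 6% in these data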;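 also: 0% = Hyamine 1622 control at 20 µM and 100% = untreated cell control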
GALR2 blocker = GALR2 antagonists in receptor-expressing cells, primary screen; Galanin receptor type 2 (Homo sapiens), O43603; antagonist mode; inhibition, % at 4 µM; 0.39% of 140,000 active; AID 828, 2007; in the data active = inhibition above about 27%;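 also: cells stimulated with galanin 1-16 at roughly its EC80; 0% = agonist challenge control and 100% = basal control without agonist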
Target sequence (O43603 whole entry, looked up): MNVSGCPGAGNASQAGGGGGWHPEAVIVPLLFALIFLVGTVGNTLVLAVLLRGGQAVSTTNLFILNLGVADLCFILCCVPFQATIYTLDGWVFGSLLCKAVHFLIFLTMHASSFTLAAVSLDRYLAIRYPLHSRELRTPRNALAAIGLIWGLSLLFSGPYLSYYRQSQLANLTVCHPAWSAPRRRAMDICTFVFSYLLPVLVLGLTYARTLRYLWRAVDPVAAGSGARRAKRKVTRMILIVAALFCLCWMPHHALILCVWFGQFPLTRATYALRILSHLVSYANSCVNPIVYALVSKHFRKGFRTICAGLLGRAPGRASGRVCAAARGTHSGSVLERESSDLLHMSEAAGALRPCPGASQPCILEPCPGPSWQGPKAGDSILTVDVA
HCT116 PTEN-null = growth suppression of PTEN-null HCT116, primary screen, cell-based, CellTiter-Glo. HCT116 PTEN-null viability, 60 h; hits give low values. viability, % at 10 µM. 1.2% of 140,000 active. AID 827, 2007;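 active = viability at or below a set limit, 4 SD under the median of all tested compounds, cut at about 3.7% in these data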;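 also: PTEN knockout HCT116 line with beta catenin targeted HCT116 as companion control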
Phagocytosis inh = inhibitors of macrophage phagocytosis, primary screen, imaging, J774A.1 cells, IgG beads | J774A.1 macrophage IgG-bead phagocytosis | inhibition, % at 5 µM | 0.07% of 110,000 active;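 active = inhibition above the mean of the plate negative controls plus 5 SD, cut at about 13% in these data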;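 also: phagocytic index as fraction of beads internalized from green versus red external bead signal; plate controls were DMSO negative control for no effect and cytochalasin-D positive control for full effect; some results beyond the cut were filed as inactive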
MRP1 act = H69AR viability gain despite doxorubicin, primary screen, MRP-1 activator project, H69AR cells, CellTiter-Glo; viability rescue; viability increase, % at 10 µM; 0.61% of 140,000 active;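 active = viability gain under doxorubicin at or above a set limit, the compound median plus 3 SD, cut at about 4.7% in these data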;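 also: MRP-1 overexpressing cells given doxorubicin 25 µM after compound pretreatment; 18-22 h compound pretreatment then 72 h with doxorubicin before readout; 0% = doxorubicin-only wells and 100% = vehicle-treated cells without doxorubicin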
Starred values were filed as active, the others as inactive; · = not tested or not shown.

SMILES | Yeast lifespan up | NPY Y2 blocker | BB579 growth dn | E-sel TNF inh | Measles CPE | bCat KO growth | GALR2 blocker | HCT116 PTEN-null | Phagocytosis inh | MRP1 act
CCC(C)Nc1c2c(nc3c(-c4ccccc4)c(C)nn13)CCC2 (centres undefined) | -20 | -3 | -23 | -10 | 7 | 83 | -6 | 80 | · | -2.1
Cc1ccc(NC(=O)CSCC(=O)N2CCOCC2)cc1 | · | 1 | -41 | 21 | 18 | 84 | 16 | 87 | · | -1.4
Cc1ccc(-c2cnn(-c3cccc(C(F)(F)F)c3)c2N)cc1 | -20 | 9 | -18 | -4 | 5 | 98 | -4 | 81 | 2 | -0.8
O=C(NCCN1CCN(c2ccccc2)CC1)c1cccn2c(=O)c3ccccc3nc12 | -4 | 10 | -29 | · | 4 | 53 | 5 | 49 | -9 | -2.3
Cc1ccc(S(=O)(=O)CCC(=O)NCc2ccccc2Cl)cc1 | -2 | 4 | 8 | 17 | 2 | 95 | -9 | 97 | · | -3.6
Cc1nnc(-c2ccco2)c2cn(-c3cccc(Br)c3)nc12 | -2 | 1 | -27 | · | 16 | 76 | 3 | 68 | · | -1.7
Nc1nc(CSCc2ccccc2)nc(N2CCOCC2)n1 | -10 | 2 | -30 | 16 | 2 | 100 | -10 | 110 | 2 | 0.2
CN(C)S(=O)(=O)c1cccc(NC(=O)COC(=O)/C=C/c2ccco2)c1 | 8 | 4 | -60 | · | 5 | 89 | -3 | 96 | -7 | -0.1
COc1ccc(OC)c2c1sc(=NC(=O)c1cccc(N3C(=O)CCC3=O)c1)n2C | -4 | 2 | -12 | 6 | 23 | 82 | 2 | 101 | 0 | -0.7
CCOC(=O)c1sc(NC(=O)c2cc(S(=O)(=O)N3CCOCC3)ccc2C)nc1C | 0 | 3 | -28 | -4 | 2 | 85 | 5 | 77 | -4 | -3.3
CCOc1ccc(C(CC(=O)O)NS(=O)(=O)c2ccc(C)cc2)cc1OC (centres undefined) | 4 | 1 | -41 | · | 0 | 99 | -8 | 97 | -5 | 0.0
CC(C)NC(=O)C1CCN(C(=O)C(C(=O)c2ccccc2)n2cc(Cl)ccc2=O)CC1 (centres undefined) | 1 | 0 | -35 | -13 | 4 | 97 | -6 | 98 | -1 | -0.5
CN1CCN(C(=O)C2CCC(CNS(=O)(=O)c3cccc4cccnc34)CC2)CC1 (centres undefined) | -2 | -3 | -15 | 11 | 5 | 101 | -6 | 101 | · | -0.9
COC(=O)c1sccc1NC(=O)C1C2C=CC(O2)C1C(=O)O (centres undefined) | 0 | 0 | -19 | -3 | 4 | 95 | 12 | 95 | 2 | -1.7
C#CCNc1nc(C)nc2c1nnn2Cc1ccccc1F | -8 | 1 | -41 | -29 | · | 99 | 12 | 106 | · | -0.6

The last 2 entries of the part above open the next one:
SMILES | Yeast lifespan up | NPY Y2 blocker | BB579 growth dn | E-sel TNF inh | Measles CPE | bCat KO growth | GALR2 blocker | HCT116 PTEN-null | Phagocytosis inh | MRP1 act
COC(=O)c1sccc1NC(=O)C1C2C=CC(O2)C1C(=O)O (centres undefined) | 0 | 0 | -19 | -3 | 4 | 95 | 12 | 95 | 2 | -1.7
C#CCNc1nc(C)nc2c1nnn2Cc1ccccc1F | -8 | 1 | -41 | -29 | · | 99 | 12 | 106 | · | -0.6
CSc1nc2ccccc2n1Cc1c(Cl)cccc1Cl | -8 | 10 | -4 | 3 | 3 | 43 | -12 | 49 | -2 | -3.7
CCOc1ccc(N(CC(=O)NCc2cccc(OC)c2)S(=O)(=O)c2c(C)noc2C)cc1 | 7 | 3 | -62 | -51 | 18 | 102 | -7 | 104 | -1 | -0.8
COc1ccc(CN2C(=O)c3cccnc3C2O)cc1 (centres undefined) | -19 | 0 | -16 | 12 | 6 | 124 | 10 | 96 | -2 | -1.7
CCCN(CCC)CCNC(=O)C1c2ccccc2C(=O)N(CCOC)C1c1ccc(F)cc1 (centres undefined) | -14 | -1 | -13 | -5 | 25 | 96 | -16 | 92 | · | -1.2
COc1ccc(OCC(O)Cn2c(=N)n(CCN3CCOCC3)c3ccccc32)cc1 (centres undefined) | -5 | 2 | 14 | -8 | 9 | 87 | 8 | 81 | 0 | -2.1
Cc1cccc(C)c1NC(=O)COC(=O)c1c2c(nc3ccccc13)/C(=C\c1ccc3c(c1)OCO3)CCC2 | 3 | 6 | -21 | · | 5 | 73 | 13 | 64 | -8 | -0.7
CCCCCCCNC(=O)COc1ccc2c(c1)C(=O)CC(C)(C)O2 | -1 | 13 | -31 | 2 | 16 | 100 | -4 | 98 | 0 | -0.1
Cc1ccc(C)c(NC(=O)CSc2nc3c(oc4ccccc43)c(=O)n2-c2ccccc2)c1 | 7 | 11 | -21 | -13 | 12 | 83 | 5 | 83 | -10 | -2.1
CC1(C)Cc2c(sc(/N=C/N3CCOCC3)c2C#N)C(C)(C)N1 | -3 | 3 | -12 | -4 | 7 | 98 | 10 | 99 | -1 | -1.0
Cc1ccc(-n2nc3ccc(NC(=O)c4ccco4)cc3n2)cc1 | -13 | 4 | -45 | -27 | 15 | 78 | 9 | 85 | 0 | -1.7
O=C(CN1CCN(S(=O)(=O)c2ccc(Br)cc2)CC1)Nc1ccc2c(c1)OCCO2 | -14 | 2 | -59 | -45 | 2 | 95 | 7 | 94 | -2 | -2.7
Cc1c(NC(=O)Nc2ccccc2Cl)sc(=S)n1C | · | 1 | -17 | 19 | 14 | 92 | 8 | 88 | · | -2.8
O=C(c1ccco1)N1CCN(C(c2ccccc2Cl)c2nnnn2CC2CCCO2)CC1 (centres undefined) | -24 | 2 | -44 | -3 | 3 | 86 | -5 | 100 | 0 | -2.6
COc1cc(/C=N/NC(=O)COc2ccc(Cl)cc2)ccc1OS(=O)(=O)c1ccc(C)cc1 | -7 | 1 | -42 | -21 | 8 | 54 | -7 | 54 | 1 | -3.0
COc1ccccc1CNC(=S)NC1CCCC1 | -5 | 4 | -5 | 16 | 10 | 96 | 11 | 92 | -13 | -0.4
Cc1ccc(-n2c(SCC(=O)N/N=C/c3c(C)nn(-c4ccccc4)c3C)nc3ccccc3c2=O)cc1 | -3 | 2 | 8 | -39 | 3 | 99 | -5 | 101 | -7 | -5.2
O=c1c2ccccc2nc2ccc(NCc3ccco3)nn12 | -23 | 0 | -42 | -22 | 2 | 65 | 8 | 68 | 1 | -4.0
CCN1C(=O)c2cccc3c(S(=O)(=O)NCc4cccnc4)ccc1c23 | 2 | 3 | -10 | 1 | 11 | 84 | 11 | 75 | 1 | -1.5
O=C1c2ccccc2C(=O)N1CCc1nc2ccccc2c(=O)n1-c1ccccn1 | -1 | 2 | -30 | -19 | 17 | 94 | -2 | 98 | · | -0.5
O=C(O)c1ccc(CS(=O)(=O)c2cccc(C(F)(F)F)c2)o1 | -23 | -1 | -7 | 16 | 25 | 96 | 15 | 92 | · | -1.2
Cc1ccc[n+](CC(=O)c2ccc(-c3ccccc3)cc2)c1 | -7 | 3 | -18 | · | 10 | 84 | -11 | 88 | -1 | -2.9
CC(C)(C)Cc1cc(N)on1 | 7 | 5 | -13 | · | 9 | 97 | -2 | 99 | -7 | -1.1
CSc1nc(-c2ccc(Cl)cc2Cl)[nH]c(=O)c1C#N | 0 | 6 | -45 | 0 | 55* | 97 | 2 | 102 | -2 | -2.8
Cc1cc(NC(=O)CSc2nc3ccccc3n2CC(=O)N2CCC(C)CC2)no1 | · | 2 | -26 | -8 | 9 | 94 | -1 | 89 | · | -3.6
CSc1nnc(COc2ccc(C)cc2)n1N | · | 2 | -45 | -22 | 7 | 101 | 5 | 89 | · | 2.8
Cn1c(-n2c(-c3ccco3)nc3ccccc3c2=O)nc2ccccc21 | -6 | -3 | -11 | -10 | 10 | 67 | 9 | 75 | -2 | -4.5
CCOC(=O)C1=C(C)N=C2SCCC(=O)N2C1c1sccc1C (centres undefined) | -6 | 1 | -24 | · | 1 | 83 | 8 | 81 | 2 | -1.0
CCN(CC)S(=O)(=O)c1ccc(NC(=O)c2cc(C(=O)OC)cc([N+](=O)[O-])c2)cc1 | -6 | 0 | -25 | · | 10 | 81 | -11 | 71 | 2 | -3.9
O=[N+]([O-])c1ccc(N2CCOCC2)nc1 | -16 | 5 | -11 | 4 | 14 | 97 | -4 | 101 | -2 | -2.5
CCCCn1nnnc1SCC(=O)NCc1ccco1 | -20 | 2 | -2 | · | 15 | 90 | -7 | 89 | 0 | -3.1
OCC(CO)(CO)n1cnnn1 | -2 | 1 | -20 | -11 | 5 | 101 | 7 | 101 | -2 | -0.6
NC(=O)NC1CCCc2c1[nH]c1ccc(Cl)cc21 (centres undefined) | -14 | 0 | 5 | 10 | 34 | 94 | 11 | 97 | 0 | 0.6
CCCCN(C)C/C(O)=C(\C#N)c1nc(-c2ccccc2)cs1 | -8 | 2 | -7 | 10 | 12 | 102 | -10 | 92 | 0 | -0.8
Cc1ccc(-c2nnc(CSc3nnc(COc4ccccc4)n3-c3ccc(C)cc3)o2)cc1 | 12 | 16 | -43 | · | 18 | 95 | -4 | 86 | 2 | -3.0
Cc1cccc(-c2cc3nc4c(c(NCc5ccco5)n3n2)CCCC4)c1 | -11 | 8 | -31 | -42 | 5 | 69 | -6 | 64 | 0 | 2.2
CCN1CCN(CC(=O)Nc2ccc(Cl)c(Cl)c2)C(=O)C1=O | -8 | 5 | -18 | · | 0 | 101 | 16 | 95 | · | 0.1
CC(=O)c1cccc(NC(=O)CSC(=O)c2ccccc2)c1 | 2 | 2 | -15 | -41 | 19 | 104 | -8 | 104 | -6 | -0.3
CCCCNc1nc2ccccc2n1CC(=O)Nc1c(C)cccc1CC | 5 | 10 | -31 | 2 | 4 | 51 | -3 | 49 | -4 | -2.8
N#C/C(=C/c1ccc(Br)o1)C(N)=O | · | 2 | -14 | 7 | 15 | 74 | 10 | 86 | · | -2.5
Cc1ccc(NCCC#N)cc1C | 0 | 5 | -14 | -15 | 34 | 92 | 5 | 96 | -3 | -1.3
CCCc1nc(SC2CCCC2)c2c(=O)n(C)c(=O)n(C)c2n1 | 1 | · | -30 | · | 3 | 60 | · | 70 | -1 | 0.5
O=C(CN1C(=O)S/C(=C/c2cc(Br)cs2)C1=O)N1CCOCC1 | 3 | 2 | -37 | -6 | 5 | 95 | 10 | 103 | -4 | 1.2
O=C(NCC(=O)N(Cc1cccs1)C(C(=O)NC1CCCCC1)c1ccco1)c1cccs1 (centres undefined) | · | 9 | -11 | 20 | 26 | 88 | 2 | 86 | · | -1.8
